# A3G deaminase: APOBEC3G DNA deaminase inhibitors, primary screen, biochemical, fluorescence, single-stranded DNA substrate, uHTS; hit rate 0.28% among 330,000; recombinant A3G, ssDNA deamination FAM/TAMRA fluorescence; inhibition, % at 20 µM; AID 493012, 2011;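 active = inhibition of at least 40% at 20 µM, with no more than 30% in the related APOBEC3A deaminase screen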;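 note: plate controls were DMSO wells with A3G for no effect and wells lacking A3G enzyme for full effect; some compounds called inactive have numbers as strong as hits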
# SENP1 inh: human SENP1 catalytic domain inhibitors, primary screen, biochemical, FRET, uHTS. recombinant SENP1 catalytic domain, CyPet-SUMO1-YPet FRET cleavage. inhibition, % at 10 µM. hit rate 0.21% among 360,000. AID 624204, 2012;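 active = inhibition at least 30% at 10 µM, raw YFP signal under a set limit, fluorescence ratio 0.5 to 1.5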;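 note: 0% = enzyme with DMSO and 100% = no enzyme wells; some results filed as inactive read as strong as hits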
# Target sequence (Q9P0U3 419-644 limits assumed): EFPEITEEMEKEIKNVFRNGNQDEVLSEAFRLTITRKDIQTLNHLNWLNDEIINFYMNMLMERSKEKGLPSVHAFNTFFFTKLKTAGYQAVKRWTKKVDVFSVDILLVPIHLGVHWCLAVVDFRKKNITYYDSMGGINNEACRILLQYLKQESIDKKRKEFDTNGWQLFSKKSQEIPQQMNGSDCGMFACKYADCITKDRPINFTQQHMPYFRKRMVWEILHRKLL
#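 Test system: hSENP1 catalytic domain, recombinant; Amount: 20 pM final SENP1 enzyme; Medium: Tris pH 8 buffer plus EDTA, NaCl, BME, BSA, NP40, catalase; Schedule: 50 min enzyme reaction, room temperature, light-protected; Technique: FRET fluorescence in CFP and YFP emission channels; Controls: no-enzyme wells low, DMSO-plus-enzyme wells high control.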
# Apaf1 inhib: inhibitors of human Apaf-1 apoptosome, primary screen, biochemical, DEVD-Rh110 fluorescence, uHTS. Apoptotic protease-activating factor 1 (Homo sapiens), O14727. reconstituted apoptosome caspase-3 activity. inhibition, % at 20 µM. hit rate 0.71% among 330,000. AID 489030, 2010; active = inhibition of at least 40% at 20 µM;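 note: plate controls were DMSO wells for no effect and DEVD-CHO caspase inhibitor wells for full effect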
#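 detection = Rh110 fluorescence intensity | test system = biochemical Apaf-1 apoptosome reconstitution | also added = cytochrome c and DEVD-Rh110 substrate | schedule = 30 min plus 50 min, RT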
# UBC13 inh: UBC13 polyubiquitin chain formation inhibitors, primary screen, biochemical, TR-FRET, uHTS; inhibition, % at 20 µM; Ubiquitin-conjugating enzyme E2 N (Homo sapiens), P61088; hit rate 0.47% among 330,000; in the data active = inhibition above about 45%, passing the limit was not always enough; inconclusive = no clear call, values can overlap the other calls
# SENP7 inh: SENP7 protease inhibitors, primary screen, biochemical, luminescence, uHTS | hit rate 1.5% among 330,000 | AID 434973, 2010 | inhibition, % at 5 µM | recombinant SENP7, Z-RLRGG-aminoluciferin luminescence, 40 min | Sentrin-specific protease 7 (Homo sapiens), Q9BQF6;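 active = inhibition above about 50% at the single test dose, limit read from the data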;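 note: plate controls were DMSO with enzyme for no effect and no enzyme buffer wells for full effect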
# Target sequence (Q9BQF6 706-1050 limits assumed): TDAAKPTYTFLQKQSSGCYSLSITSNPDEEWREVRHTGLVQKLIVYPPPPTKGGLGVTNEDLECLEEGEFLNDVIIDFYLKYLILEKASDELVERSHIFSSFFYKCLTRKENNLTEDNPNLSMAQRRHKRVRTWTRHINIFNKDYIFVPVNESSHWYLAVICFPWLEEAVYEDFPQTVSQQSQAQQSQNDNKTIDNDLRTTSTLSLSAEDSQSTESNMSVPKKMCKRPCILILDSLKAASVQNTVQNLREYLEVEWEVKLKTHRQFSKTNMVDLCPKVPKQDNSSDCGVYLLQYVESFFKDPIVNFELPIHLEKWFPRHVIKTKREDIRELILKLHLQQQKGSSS
# SENP8 block-1: human SENP8 protease inhibitors, primary screen, biochemical, fluorescence, Nedd8 protein substrate, uHTS. Sentrin-specific protease 8 (Homo sapiens), Q96LD8. AID 602440, 2012. recombinant SENP8. inhibition, % at 20 µM. hit rate 0.64% among 360,000; in the data active = inhibition mostly above about 40%, no sharp cut-off; inactive = mostly below about 27%
# SENP6 inh: SENP6 protease inhibitors, primary screen, biochemical, luminescence, uHTS; Recombinant SENP6 catalytic domain, aminoluciferin luminescence; Sentrin-specific protease 6 (Homo sapiens), Q9GZR1; hit rate 1.8% among 330,000; inhibition, % at 10 µM; AID 2599, 2010;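 active = inhibition above about 50% at the single tested dose, limit read from the data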;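 note: plate controls were DMSO wells with enzyme for no effect and DMSO wells lacking enzyme for full effect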
# Target sequence (Q9GZR1 628-1112 limits assumed): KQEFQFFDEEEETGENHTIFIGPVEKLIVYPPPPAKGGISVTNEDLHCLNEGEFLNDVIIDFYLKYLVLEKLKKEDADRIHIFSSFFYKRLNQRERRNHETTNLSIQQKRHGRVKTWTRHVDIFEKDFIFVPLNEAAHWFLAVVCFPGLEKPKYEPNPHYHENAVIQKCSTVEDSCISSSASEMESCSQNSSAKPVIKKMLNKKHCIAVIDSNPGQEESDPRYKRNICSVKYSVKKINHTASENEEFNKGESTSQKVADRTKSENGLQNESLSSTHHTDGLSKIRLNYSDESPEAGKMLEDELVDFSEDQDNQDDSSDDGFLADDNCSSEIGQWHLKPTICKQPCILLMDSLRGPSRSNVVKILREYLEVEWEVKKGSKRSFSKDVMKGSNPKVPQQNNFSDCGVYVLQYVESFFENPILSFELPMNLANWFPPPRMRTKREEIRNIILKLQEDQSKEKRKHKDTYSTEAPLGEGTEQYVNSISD
# SENP8 block-2: SENP8 protease inhibitors, primary screen, biochemical, luminescence | Sentrin-specific protease 8 (Homo sapiens), Q96LD8 | purified SENP8, Z-RLRGG-aminoluciferin cleavage | hit rate 1.2% among 330,000 | AID 2540, 2010 | inhibition, % at 10 µM; in the data active = inhibition above about 50%
# Active calls of the source: *; ? = inconclusive; . = not tested or not shown.
# Value order – A3G deaminase, SENP1 inh, Apaf1 inhib, UBC13 inh, SENP7 inh, SENP8 block-1, SENP6 inh, SENP8 block-2
CNC(=O)/C(C#N)=C/c1c(N2CCN(C)CC2)nc2c(C)cccn2c1=O
  0.3, -26.9, -1.6, -0.2, -5.3, -310.5, -12.1, -3.5
Cc1nc(-c2ccc3c(c2)OCCCO3)cs1
  -4.6, 0.5, -5.0, 4.1, 19.2, 14.0, 34.4, 1.0
CCC(CO)NCc1ccc(Br)cc1 (stereo unspecified)
  -4.7, 1.6, -8.6, 7.0, -6.9, 5.6, -4.5, -1.3
Cc1cc(C)cc(OCC(=O)N/N=C/c2ccncc2)c1
  -8.4, 2.6, -15.3, 2.2, 3.4, 13.6, 1.5, 1.1
CC(=O)Nc1sc(NC(=O)c2ccc([N+](=O)[O-])cc2)nc1-c1cccs1
  -8.5, 0.0, -3.3, -8.1, 4.0, 23.4, -5.3, 6.1
O=C(CSc1ncnc2c1oc1ccccc12)N1CCCc2ccccc21
  -2.1, -1.9, 19.3, -13.8, -5.1, 19.9, -1.7, -8.7
Cn1c(SCC(=O)c2ccc3c(c2)NC(=O)CO3)nc2ccccc21
  -3.6, -2.1, -11.0, -8.6, -2.7, 3.1, 25.8, 13.7
Cc1ccc(N2C(=O)CC(NNC(=O)Cc3ccc(F)cc3)C2=O)cc1Cl (stereo unspecified)
  0.2, 2.3, -0.4, -5.6, -6.3, 22.9, -10.0, -3.0
COc1ccc(C)cc1NC(=O)CN1CCN(S(=O)(=O)c2ccc(F)cc2)CC1
  -4.7, 2.3, 20.0, -6.7, 2.4, 25.4, 5.9, -4.5
CN(C)CCCOC(=O)CCc1ccccc1
  -3.8, 1.8, -7.5, -0.6, -5.4, 14.3, 6.7, -1.0
O=C(CN(c1ccccc1)S(=O)(=O)c1ccccc1)Nc1ccc(F)cc1
  -7.5, 0.4, 7.4, 3.7, 2.8, 12.9, -10.3, -1.4
NNC(=O)CN1C(c2cccc(Cl)c2)=Nc2ccc(Br)cc2C1c1ccccc1 (stereo unspecified)
  -2.1, 0.7, 16.0, -5.7, 5.7, 13.1, -7.8, 3.6
C/C=C\C=C/C(=O)Nc1cccc(C2=NOC3(C2)C[C@@H](C(N)=O)N(C(=O)c2ccccc2)C3)c1 (stereo partly specified)
  13.0, ., 9.0, -28.7, -1.5, ., 0.1, -5.4
O=C(c1cc(Cl)nc2ccccc12)N(Cc1nnc(-c2ccc(Cl)cc2)o1)C1CC1
  -5.0, 2.7, 18.7, 2.0, -0.4, 3.6, -14.5, -3.8
Cc1ccccc1NC(=O)c1cccc(N2C(=O)C3C4CCC(C4)C3C2=O)c1 (stereo unspecified)
  -4.4, 1.4, -2.8, 3.2, 1.1, 7.4, -8.7, -7.0
O=C(NCC1CCCN1S(=O)(=O)c1cccs1)C(=O)Nc1ccc(F)cc1 (stereo unspecified)
  -8.1, -8.5, 8.2, -2.9, -6.6, 4.7, 15.8, 2.6
Cc1ccc(/C=C/C(=O)Nc2cc(S(N)(=O)=O)ccc2O)cc1
  30.6, 1.6, -6.6, 8.6, 4.8, 9.8, -7.0, -1.6
COc1ccc([C@H]2/C=C\CN(S(=O)(=O)c3ccc(C)cc3)[C@@H](C)C(=O)N2Cc2ccc(F)cc2)cc1
  -5.2, 2.8, 20.6, -10.2, 9.4, 16.4, -1.1, -12.0
N#C/C(=C\c1ccc(OCc2ccc(F)cc2)cc1)C(=O)Nc1cccc(C(=O)O)c1
  -1.8, -0.1, 8.2, -11.4, 4.9, 22.3, 11.8, -0.9
CCn1c(SCC(=O)NC2CCCc3ccccc32)nnc1-c1cccs1 (stereo unspecified)
  -9.9, -0.5, 2.0, 9.0, 0.3, 3.8, -5.8, -2.8
COc1ccc(F)c(CN2CCC(n3nccc3NC(=O)C3CCOC3)CC2)c1 (stereo unspecified)
  -1.4, 1.3, 2.3, 0.7, 1.7, 4.2, -2.6, -3.7
CCc1cccc(CC)c1NC(=S)NCCc1ccc(O)c(O)c1
  -7.0, 2.2, 5.3, 10.8, -1.3, 7.0, 13.6, 2.5
COc1cccc2c1OC[C@@H](CO)[C@H]2N(C)C(=O)Nc1ccc(Cl)cc1
  -4.5, 1.1, -1.2, 14.0, 0.2, 9.8, -4.2, -2.2
O=S(=O)(c1ccccc1Cl)N1CCC(O)(c2ccc3c(c2)OCO3)CC1
  -2.3, 1.1, -4.8, 6.4, 2.6, 4.7, -6.7, 4.8
Cc1ccc(C(=O)CN2C(=O)c3ccccc3S2(=O)=O)cc1
  -6.2, 0.2, -11.2, -2.3, 0.9, 7.0, 1.8, -3.5
Cc1cc2cc3c(cc2nc1SCC(=O)N1CCOCC1)OCO3
  -5.3, -0.6, 0.8, -17.8, 2.4, 2.3, -9.8, -8.8
O=C(NCc1ccc(Cl)cc1Cl)C1CCN(S(=O)(=O)c2ccc3c(c2)OCCCO3)CC1
  -6.5, 2.0, 16.9, -9.5, 0.6, 11.9, -41.3, -7.6
Cn1ccnc1SCC(=O)c1ccc(OC(F)F)cc1
  -10.3, 2.4, 0.9, 2.9, -1.6, 4.6, 4.3, 2.8
CCc1ccccc1NC(=O)CN1CCN(C(=O)c2cccc(-n3cnnn3)c2)CC1
  -4.0, -1.5, 4.0, -9.3, 7.6, 3.3, -7.9, -9.7
CC1(C)CC(=O)/C(=C(/O)CCCN2C(=O)c3ccccc3C2=O)C(=NC(C)(C)C)C1
  -1.9, 1.1, -7.8, -3.7, 13.8, 7.1, -6.4, 1.1
Cc1cccc(N2CCN(C(=O)c3cc4cc(F)ccc4[nH]3)CC2)c1C
  -2.0, -4.9, 42.0*, -6.7, 3.2, -24.5, -7.0, -1.5
Cc1ccc(C(=O)NCc2ccco2)cc1[N+](=O)[O-]
  3.1, 0.1, -0.2, 1.8, 5.8, 18.3, -1.5, -1.7
COc1ccc(C2/C(=C(/O)c3ccccc3)C(=O)C(=O)N2C)cc1 (stereo unspecified)
  -1.6, 2.2, 13.2, -12.4, 5.6, 12.0, -6.8, 2.4
CSCCC(NS(=O)(=O)c1ccccc1)C(=O)OC(C)C(=O)Nc1ccc(Cl)cn1 (stereo unspecified)
  -0.8, 5.0, 4.4, 4.7, 1.0, 1.4, -10.9, -5.1
COc1cc([N+](=O)[O-])cc(/C=N/NC(=O)c2ccc(C)nc2)c1O
  -3.0, -7.7, 9.1, -102.2, 77.3*, 27.4, 75.5*, 57.6*
N#C/C(=C\c1ccc(-c2ccccc2[N+](=O)[O-])o1)C(=O)N1CCOCC1
  -5.9, -6.4, 3.6, -12.0, 1.7, 19.9, 20.2, 6.6
COc1ccc(OCC(=O)NNc2nc3ccccc3s2)cc1
  4.5, -1.1, -1.3, 5.5, -0.7, 17.3, -23.3, -5.2
N#Cc1cc(C#N)c(SCC(=O)NCC2CCCO2)nc1N (stereo unspecified)
  -6.9, 1.8, 6.1, 14.7, 0.6, -119.5, -23.0, 6.5
NC(=O)c1c(N)sc(=S)n1CC1CCCO1 (stereo unspecified)
  -5.3, -1.7, 6.5, -11.9, 5.9, 27.8, -4.2, 1.2
O=C(CCN1C(=O)C2C3CC(C(Br)C3Br)C2C1=O)OCC(=O)c1cccc([N+](=O)[O-])c1 (stereo unspecified)
  -6.3, 0.6, 13.1, -11.5, -6.1, 6.0, 0.3, -5.4

# No new results follow: 5 of the compounds above.
# Value order – A3G deaminase, SENP1 inh, Apaf1 inhib, UBC13 inh, SENP7 inh, SENP8 block-1, SENP6 inh, SENP8 block-2
CNC(=O)/C(C#N)=C/c1c(N2CCN(C)CC2)nc2c(C)cccn2c1=O
  0.3, -26.9, -1.6, -0.2, -5.3, -310.5, -12.1, -3.5
Cc1nc(-c2ccc3c(c2)OCCCO3)cs1
  -4.6, 0.5, -5.0, 4.1, 19.2, 14.0, 34.4, 1.0
CCC(CO)NCc1ccc(Br)cc1 (stereo unspecified)
  -4.7, 1.6, -8.6, 7.0, -6.9, 5.6, -4.5, -1.3
Cc1cc(C)cc(OCC(=O)N/N=C/c2ccncc2)c1
  -8.4, 2.6, -15.3, 2.2, 3.4, 13.6, 1.5, 1.1
CC(=O)Nc1sc(NC(=O)c2ccc([N+](=O)[O-])cc2)nc1-c1cccs1
  -8.5, 0.0, -3.3, -8.1, 4.0, 23.4, -5.3, 6.1

# Next records.
# Value order – A3G deaminase, SENP1 inh, Apaf1 inhib, UBC13 inh, SENP7 inh, SENP8 block-1, SENP6 inh, SENP8 block-2
CCOC(=O)c1c(C)n(C)c2ccc(OC(=O)c3ccco3)cc12
  11.0, 1.3, -1.1, 2.7, 5.7, 21.6, -5.1, 2.7
CCOC(=O)c1sc(NC(C)=O)cc1C
  -4.6, 0.9, 3.1, -1.9, 1.7, 3.6, -6.8, 0.7
COc1cccc(CCNC(=O)CC2C(=O)NCCN2Cc2ccc(Cl)c(F)c2)c1 (stereo unspecified)
  -10.2, -12.2, 11.1, -1.0, -6.3, -47.3, -4.9, -7.9
O=C(c1cc(=O)c2ccccc2o1)N1CCN(c2ccccc2F)CC1
  -0.7, 0.3, 0.6, 8.2, 1.3, 10.7, -13.6, -3.9
CCN(C(=O)COC(=O)/C=C/c1ccc(S(=O)(=O)N2CCc3ccccc32)cc1)C1CCS(=O)(=O)C1 (stereo unspecified)
  -5.9, 1.0, 8.2, 1.8, 1.4, 4.4, 15.5, 10.4
O=C(COC(=O)COc1ccccc1[N+](=O)[O-])NCc1ccc2c(c1)OCO2
  -3.7, 3.3, 9.5, -4.0, -10.3, 16.3, -22.5, -16.4
COc1ccc2cc3cc(C(=O)NCCCN4CCC(C)CC4)oc3nc2c1
  -3.9, -0.4, 2.7, 6.3, -13.1, -345.9, 9.4, 0.2
O=C(O)CCC(=O)NNC(=O)CCCOc1ccc(Cl)cc1Cl
  -4.1, 0.0, 0.5, -1.2, 4.4, 12.3, -1.4, -6.2
Cc1cccc(C)c1OCCSc1n[nH]c(N)n1
  -6.5, 2.6, -2.3, 7.0, -3.1, 23.6, 9.3, -4.7
CN1CCN(C(=O)CN(C2CCCCC2)S(=O)(=O)c2ccccc2)CC1
  -9.2, 0.8, -8.9, 2.6, 0.5, 9.3, -11.6, -1.9
COc1ccc(N2C(=O)CC(Nc3cccc([N+](=O)[O-])c3)C2=O)cc1 (stereo unspecified)
  -0.2, 3.5, 10.9, 2.6, 7.8, 47.0*, 6.0, -8.0
CCN(c1ccccc1)S(=O)(=O)c1ccc(C(=O)NCc2ccccn2)cc1
  1.1, 1.3, 12.2, -1.3, -1.0, 4.8, -4.4, 12.5
COc1ccc(S(=O)(=O)N(C)c2ccc(C(=O)NCc3ccncc3)cc2)cc1
  -10.5, 1.2, 6.4, 1.8, -3.7, -4.3, -2.3, -6.1
CC(NC(=O)c1cccc(S(=O)(=O)N2CCN(Cc3ccccc3)CC2)c1)c1ccc(Br)cc1 (stereo unspecified)
  0.8, -1.8, 15.4, -4.3, 10.2, 13.3, -1.6, -10.4
CCN(CC(=O)Nc1cc(Cl)ccc1C)c1ncnc2sc(C)c(C)c12
  -3.2, -0.3, 21.7, ?, -4.8, 19.4, -17.9, -10.7
N#Cc1nc(-c2ccco2)oc1N1CCc2ccccc2C1
  -6.4, -8.6, 51.7*, 3.0, -11.5, -289.5, -32.1, -11.8
O=C(O)c1ccccc1-c1ccccc1C(=O)Nc1cccc(O)c1
  -7.4, 2.0, -0.6, 9.1, -1.6, 7.2, 0.9, -0.2
O=C(COC(=O)c1nn(CCO)c(=O)c2ccccc12)Nc1ccc(Cl)c(Cl)c1
  -7.0, -0.9, 3.4, 9.3, 8.7, 12.2, 0.3, 5.2
